Compound activity deposited in PubChem BioAssay by National Center for Advancing Translational Sciences (NCATS).
IL2 activator: activates IL-2 in a cell-based reporter assay; IL-2 activation reporter assay, cell-based qHTS; stimulated with anti-CD3/CD4/CD28 beads; in transgenic mouse T cells; activation, % (series mostly up to about 46 µM); 360,000 compounds, 0.065% hits; AID 652025; in the data active means activation above about 50%; inconclusive means mostly about 30% to 49%; further: 0% is about no effect
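Readout: EGFP and DsRed signals by fluorescent plate cytometry. Unstimulated transgenic mouse T cells received compound 60 min before antibody-bead stimulation, then incubated 18 h at 37 degrees C.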
Abeta rescue: A-beta toxicity reversal in yeast | yeast expressing A-beta42, growth rescue, OD600, 48 h; response scale: 0% DMSO, 100% iron-clioquinol control | 410,000 compounds, 0.063% hits | Potency, µM (series often up to 46.1 µM), for inactives: top-dose growth rescue, usual class: activators; further: potency means the concentration at half of the fitted maximal effect; nearly all actives have a fitted effect of over 55% in size
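Yeast A-beta toxicity model in growth medium with pinned compounds, 48 h at 30 C; growth read as absorbance at 600 nm. Normalized to FeCl3/clioquinol equimolar mix (positive) and DMSO (negative).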
EPAC1 antag: blocks human EPAC1 exchange factor | O95398 | EPAC1 GEF assay, Rap1b-BODIPY-GDP exchange fluorescence | Potency, µM (highest dose often 115 µM), inactives show at the highest dose activity change, negative = inhibition, actives largely listed as inhibitors | 360,000 compounds, 0.14% hits | AID 720709;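 further: potency means the concentration at half of the fitted maximal effect; plate controls were vehicle for no effect and positive control for full effect; nearly all actives have a fitted effect of over 50% in size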
EPAC1 agonist: agonists of human EPAC1; O95398; EPAC1 agonist qHTS, biochemical assay; response scale: 100% = response to 6.5 mM cAMP; Potency, µM (series often up to 154 µM), for inactives: top-dose activation, hits mostly activators; 360,000 compounds, 0.073% hits; AID 720707; further: potency means the concentration at half of the fitted maximal effect; nearly all actives have a fitted effect of over 60% in size
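Read-out is the fluorescence drop as BODIPY-GDP leaves Rap1B (480 nm excitation, 540 nm emission), recorded every 5 minutes over 30 minutes. Reactions held 100 nM EPAC1, 250 nM Rap1B–BODIPY-GDP and 50 uM GDP, with 6.5 mM cAMP setting full activation.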
FUS yeast rescue: FUS proteinopathy suppression in yeast; Potency, µM (titrated, usually from 76.6 µM), without a hit: top-dose growth rescue (activation), most hits filed as activators; 390,000 compounds, 0.24% hits; S. cerevisiae FUS-expressing, growth rescue, OD600, 24 h;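 further: potency means the concentration at half of the fitted maximal effect; plate controls were DMSO vehicle for no effect and reference control for full effect; nearly all actives have a fitted effect of over 55% in size; some results filed as inactive show a strong effect at the top dose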
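Cultures pregrown in 2.5% raffinose medium are shifted to minimal medium containing 2% galactose to express toxic FUS. Compounds are tested at several concentrations. After 24hr at 30C, growth is quantified at 600 nm absorbance.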
PLK1 PBD inh: blocks phosphopeptide binding to human PLK1 polo-box domain; P53350; Potency, µM, for inactives: max response, negative = inhibition, most hits filed as inhibitors; Plk1 PBD binding of FITC phosphopeptide, fluorescence polarization; 360,000 compounds, 2.8% hits; further: potency means the concentration at half of the fitted maximal effect; series mostly up to about 57 µM; on the % scale 0 is the no-effect control and ±100 the full control effect; nearly all actives have a fitted effect of over 65% in size
PI5P4K alpha inh: inhibitors of human PI5P4K alpha; PI5P4Kalpha enzyme, ADP-Glo luminescence, 60 min; stronger effect = lower value; max response, %; 330,000 compounds, 1.2% hits; AID 652105; active means max response of -50% or lower; inconclusive means between -30% and -50%; inactive means -30% or higher; further: value at the top dose of about 77 µM; on the % scale 0 is the no-effect control and ±100 the full control effect
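ADP-Glo luminescence end-point read after a 60 min room-temperature kinase reaction of PI5P4Kalpha plus substrate, initiated with ATP at 5 microM final. Buffer: 0.038 M HEPES pH 7.4, EGTA, 0.1% CHAPS, 5% DMSO.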
WRN inhibitor: WRN helicase (human) inhibition | Q14191 | WRN helicase unwinding, fluorescent forked duplex, kinetic | Potency, µM (series often up to 114 µM), for inactives: at the highest dose activity change, negative = inhibition, hits mostly inhibitors | 360,000 compounds, 0.46% hits | AID 651768; further: potency means the concentration at half of the fitted maximal effect; on the % scale 0 is the no-effect control and ±100 the full control effect; nearly all actives have a fitted effect of over 55% in size
Target sequence (Q14191 whole entry, looked up): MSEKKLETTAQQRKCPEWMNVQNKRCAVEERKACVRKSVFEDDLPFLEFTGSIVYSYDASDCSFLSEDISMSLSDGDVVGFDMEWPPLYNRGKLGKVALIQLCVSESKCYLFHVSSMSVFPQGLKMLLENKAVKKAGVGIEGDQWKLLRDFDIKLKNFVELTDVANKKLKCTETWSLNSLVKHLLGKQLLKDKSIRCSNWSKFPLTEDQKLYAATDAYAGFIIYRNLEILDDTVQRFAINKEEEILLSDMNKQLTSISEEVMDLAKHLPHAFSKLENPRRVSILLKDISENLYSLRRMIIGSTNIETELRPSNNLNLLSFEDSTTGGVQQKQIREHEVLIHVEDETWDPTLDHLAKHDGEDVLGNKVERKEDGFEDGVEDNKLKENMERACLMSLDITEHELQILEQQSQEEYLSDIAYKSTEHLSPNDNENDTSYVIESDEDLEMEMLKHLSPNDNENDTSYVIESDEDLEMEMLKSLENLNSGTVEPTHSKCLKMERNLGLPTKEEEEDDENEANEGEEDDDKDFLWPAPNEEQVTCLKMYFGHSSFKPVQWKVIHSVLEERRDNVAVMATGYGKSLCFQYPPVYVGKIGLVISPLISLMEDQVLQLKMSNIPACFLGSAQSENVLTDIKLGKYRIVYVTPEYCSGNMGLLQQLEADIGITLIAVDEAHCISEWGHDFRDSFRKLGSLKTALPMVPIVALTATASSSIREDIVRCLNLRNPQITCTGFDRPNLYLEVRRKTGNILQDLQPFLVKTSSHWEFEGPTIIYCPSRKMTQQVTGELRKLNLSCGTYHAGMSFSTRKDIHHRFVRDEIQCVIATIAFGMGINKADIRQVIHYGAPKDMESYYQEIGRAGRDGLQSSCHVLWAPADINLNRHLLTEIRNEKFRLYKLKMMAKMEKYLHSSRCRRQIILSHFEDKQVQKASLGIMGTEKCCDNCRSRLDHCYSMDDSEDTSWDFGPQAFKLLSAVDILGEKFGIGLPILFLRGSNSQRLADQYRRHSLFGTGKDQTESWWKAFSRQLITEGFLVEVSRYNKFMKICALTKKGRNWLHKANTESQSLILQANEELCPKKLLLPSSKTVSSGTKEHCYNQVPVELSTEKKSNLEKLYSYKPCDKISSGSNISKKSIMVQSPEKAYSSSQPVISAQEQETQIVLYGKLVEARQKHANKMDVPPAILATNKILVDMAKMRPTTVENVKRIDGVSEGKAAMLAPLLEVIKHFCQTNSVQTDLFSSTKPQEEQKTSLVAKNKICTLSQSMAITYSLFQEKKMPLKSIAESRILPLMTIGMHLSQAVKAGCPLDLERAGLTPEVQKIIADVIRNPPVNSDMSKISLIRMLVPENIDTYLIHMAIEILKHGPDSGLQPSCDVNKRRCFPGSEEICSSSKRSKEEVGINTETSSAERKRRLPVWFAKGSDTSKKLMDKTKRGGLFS
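WRN at 20 nM final was preincubated with compound for 15 min at room temperature; reaction started with 100 nM forked duplex oligonucleotide carrying fluorophore and quencher plus 2 mM ATP (final). Unwinding followed kinetically by red fluorescence (ex 525/em 598 nm).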
aSyn yeast inh: rescues yeast growth from alpha-synuclein toxicity; Yeast expressing alpha-synuclein, growth rescue, BacTiter-Glo, 24 h; Potency, µM (highest dose often 46.1 µM), without a hit: top-dose growth rescue (activation), actives largely listed as activators; 370,000 compounds, 0.14% hits; further: potency means the concentration at half of the fitted maximal effect; % of control where 0% means no effect; nearly all actives have a fitted effect of over 65% in size
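Screening used galactose-induced yeast with toxic alpha-synuclein levels, exposed to compound for 24 hr at 30 deg C. Cell growth, read with BacTiter-Glo luminescence, gave the measured signal.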
An asterisk follows results filed as active; ? = inconclusive; . = not tested or not shown; [ ] = dose if it differs, or a comment. Unless noted, the call rests on the fitted dose curve; in most records, active means well fitted curve in the direction sought with a large enough effect; inconclusive means small, poorly fitted or top-dose-only effect, or another doubt; inactive means no such curve, though single readings can be large; an effect the other way counts as inactive or inconclusive. This is a random part of the collection; overall some 4.1% were active at least once.

SMILES	IL2 activator	Abeta rescue	EPAC1 antag	EPAC1 agonist	FUS yeast rescue	PLK1 PBD inh	PI5P4K alpha inh	WRN inhibitor	aSyn yeast inh
COc1ccc(NC(=O)CSc2nc3c(c(=O)n2C)SCC3)cc1OC	-0.4	16.0%	-18.5%	-13.3%	14.7%	-1.7%	-11.0	-14.6%	0.7%
NC(=O)c1ccc(N2CCCCC2)c(N2C(=O)C3C4C=CC(C4)C3C2=O)c1 (stereo unspecified)	0.9	7.2%	10.3%	0.6%	18.0%	0.1%	-5.8	1.5%	-9.7%
COc1ccc([C@H]2C[C@@H](O)[C@H](n3cc(COC(=O)c4ccccc4)nn3)CN2C(=O)c2cccs2)cc1	-1.9	-0.4%	-6.8%	-0.7%	?	4.5%	-2.3	0.6%	1.5%
CC(=O)N(c1ccccc1C)S(=O)(=O)c1ccc(Cl)cc1	0.8	3.4%	-13.2%	-15.0%	-44.6%	-1.3%	-0.1	-5.3%	24.0%
Cc1cc(C)nc(N2CCCC(C(=O)NCc3ccc4c(c3)OCO4)C2)n1 (stereo unspecified)	-7.7	-12.9%	11.8%	1.2%	-26.1%	-4.4%	3.4	7.1%	-0.1%
CC[C@]12c3[nH]c4ccccc4c3CCN1C(=O)C(CC(=O)NCCN1CCOCC1)C[C@@H]2C(=O)N1CCN(C(=O)C2CC2)CC1 (stereo partly specified)	0.3	24.5%	-7.4%	8.5%	-7.9%	-5.2%	-0.8	-5.6%	2.1%
CCCCc1ccc(NS(=O)(=O)c2cccs2)cc1	-5.0	-45.1%[inhibitor]	-17.1%	21.3%	34.4%	-2.1%	.	-10.3%	0.3%
Cc1ccc(NC(=O)c2ncn(CCCN[C@H](C)c3cccc4ccccc34)n2)cc1C	-0.5	3.5%	1.1%	-5.0%	15.7%	-8.3%	23.4	-5.6%	-6.7%
CNC(=O)C(=O)Nc1nc(C23CC4CC(CC(C4)C2)C3)cs1	2.2	-10.7%	-5.8%	0.8%	18.5%	29.9µM*	-17.5	-6.1%	-5.5%
CSc1cccc(NC(=S)NC(=O)CCc2ccccc2)c1	-0.9	40.8%	1.4%	10.7%	-8.3%	-6.6%	13.9	-1.5%	-14.1%
CC(=O)Nc1ccc(NC(=O)CSc2ncnn2-c2ccccc2)cc1	0.8	-0.7%	-2.1%	-1.6%	29.8%	-2.2%	-1.5	0.8%	-0.4%
CCCOc1ccc(N2C(=O)CC(N(CCC)C(=O)CCC(=O)O)C2=O)cc1 (stereo unspecified)	-0.3	0.4%	0.3%	7.8%	-3.8%	-5.8%	-1.0	-2.9%	0.1%
CC(CN1CCC(O)CC1)c1ccccc1 (stereo unspecified)	-0.7	10.4%	-1.6%	9.3%	-21.0%	-2.1%	-7.2	-16.9%	-5.0%
CNc1nc(NCCOC23CC4CC(CC(C4)C2)C3)nc(OCC(F)(F)F)n1	-0.6	31.8%	-16.0%	0.0%	-3.4%	-5.7%	15.2	-11.1%	14.3%
c1ccc(CN(Cc2ccccc2)Cc2nnc(-c3cc4ccccc4[nH]3)s2)cc1	0.0	0.8%	1.7%	-1.0%	-5.3%	.	.	.	.
CCS(=O)(=O)N1CCN(c2cnn(-c3ccccc3)c(=O)c2Cl)CC1	0.1	-6.9%	-5.8%	0.5%	-1.2%	-15.5%	12.9	-0.4%[57.1 µM]	-5.1%
COc1cc(OC)c(NC(=O)C2CCCO2)cc1Cl (stereo unspecified)	0.0	6.5%	1.4%	5.7%	-14.8%	-17.4%	1.1	-3.1%	0.2%
Nc1ccc(C(=O)N2CCN(S(=O)(=O)c3ccc(Cl)cc3)CC2)cc1[N+](=O)[O-]	-1.1	-5.8%	-18.8%	-13.8%	?	-9.2%	-4.2	-5.3%	10.7%
O=C(O)c1cccc(COc2ccccc2Cl)c1	-2.1	-30.9%[inhibitor]	-3.2%	0.5%	20.6%	-6.3%	.	0.6%	-12.5%
CCOC(=O)Nc1ccc2c(CN3CCN(S(=O)(=O)c4ccc(C(C)C)cc4)CC3)cc(=O)oc2c1	0.4	11.1%	26.0%	-4.5%	-1.9%	0.7%	2.9	8.9%	1.0%
COC(=O)C1=C(C(=O)OC)C2C(C)=CC(C)=CN2C(C(=O)OC)=C1C(=O)OC (stereo unspecified)	0.2	-4.8%	6.0%	-3.3%	.	-11.1%	-3.3	0.6%	-17.5%
CCOC(=O)c1c(C)nc2sc(C(=O)Nc3ccc(OC)cc3)c(N)c2c1-c1ccc(OC)cc1	-0.6	-0.5%	-2.1%	2.8%	4.2%	-4.6%	-3.6	1.0%	8.0%
Cc1c(C(=O)Nc2cccc(Cl)c2)cn2c(nc3ccccc32)c1C#N	-0.6	19.4%	-3.5%	2.5%	-9.9%	-0.2%	-11.6	-13.7%	-2.4%
CS(=O)(=O)c1ccc(C(=O)NCC2(N3CCOCC3)CCCCC2)cc1	-0.1	?	-9.5%	11.1%	5.2%	-7.7%	-0.9	-2.2%	2.1%
CC(=O)Nc1cccc(-c2csc(C(C)(O)c3ccc(F)c(F)c3)n2)c1 (stereo unspecified)	-0.6	21.8%	-10.7%	9.9%	-2.5%	1.4%	11.0	-5.2%	-6.9%

2 compounds picked at random from those above, as already listed:
SMILES	IL2 activator	Abeta rescue	EPAC1 antag	EPAC1 agonist	FUS yeast rescue	PLK1 PBD inh	PI5P4K alpha inh	WRN inhibitor	aSyn yeast inh
CCOC(=O)Nc1ccc2c(CN3CCN(S(=O)(=O)c4ccc(C(C)C)cc4)CC3)cc(=O)oc2c1	0.4	11.1%	26.0%	-4.5%	-1.9%	0.7%	2.9	8.9%	1.0%
CCOC(=O)c1c(C)nc2sc(C(=O)Nc3ccc(OC)cc3)c(N)c2c1-c1ccc(OC)cc1	-0.6	-0.5%	-2.1%	2.8%	4.2%	-4.6%	-3.6	1.0%	8.0%

A few values from the entries so far.
COc1ccc([C@H]2C[C@@H](O)[C@H](n3cc(COC(=O)c4ccccc4)nn3)CN2C(=O)c2cccs2)cc1 in Abeta rescue = -0.4%
CCOC(=O)c1c(C)nc2sc(C(=O)Nc3ccc(OC)cc3)c(N)c2c1-c1ccc(OC)cc1 in IL2 activator = -0.6
CCS(=O)(=O)N1CCN(c2cnn(-c3ccccc3)c(=O)c2Cl)CC1 in EPAC1 agonist = 0.5%

The listing continues:
SMILES	IL2 activator	Abeta rescue	EPAC1 antag	EPAC1 agonist	FUS yeast rescue	PLK1 PBD inh	PI5P4K alpha inh	WRN inhibitor	aSyn yeast inh
CC1(C)OC2OC(COC(=O)c3ccccc3)C3OC(C)(C)OC3C2O1 (stereo unspecified)	-0.5	10.8%	18.7%	-5.9%	-1.6%	7.0%	-0.5	-8.1%[57.1 µM]	-1.2%
Cc1nc2ccccc2c2oc(C(=O)NCCN3CCN(C)CC3)cc12	-3.4	-14.2%	-7.9%	-0.8%	-11.2%	-6.8%	-10.0	6.0%	-0.9%
COc1cccc(CNCc2ccccc2OC)c1	-0.8	4.6%	-12.9%	3.1%	-26.6%	-10.1%	1.3	-4.3%	-2.3%
CCOC(=O)[C@]12CCC=C1N(Cc1ccco1)C(=O)[C@H](CC(=O)N1CCCCC1)C2	3.7	-5.1%	-15.5%	24.9%	14.8%	-13.2%	-4.8	0.3%	1.9%
O=C(c1ccc(CS(=O)Cc2ccc(Cl)cc2)o1)N1CCN(c2ccccc2F)CC1 (stereo unspecified)	-3.8	-11.6%	-27.3%	-8.4%	43.5%	-14.0%	-6.0	3.1%	22.6%
O=C1NC(Cc2ccc(O)cc2)c2nc3cc(F)c(F)cc3c(=O)n2-c2ncccc21 (stereo unspecified)	-1.0	-2.2%	-8.0%	-29.0%	6.8%	-15.6%	-2.4	2.6%	15.4%
FC(F)Oc1ccccc1NC(=S)Nc1cccnc1	-0.3	1.9%	-17.3%	-7.6%	-46.5%[inhibitor]	-5.2%	4.0	2.9%	0.8%
CC(NC(=O)/C(C#N)=C/c1cn(-c2ccccc2)nc1-c1ccc(F)cc1)c1ccccc1 (stereo unspecified)	-1.8	3.4%	-10.9%	15.6%	-24.6%	-8.8%	0.0	-2.0%	-1.9%
CCc1c(C(=O)Nc2cc(C(=O)OC)ccc2C)csc1C	0.3	2.8%	-1.1%	-6.1%	-3.1%	-6.2%	6.9	3.7%	3.6%
CCOc1ccc(C(C(=O)NC2CCCCC2)N(C(=O)c2ccco2)c2ccc(-n3cnnn3)c(C)c2)cc1 (stereo unspecified)	-0.1	-0.5%	0.4%	-28.0%	40.5%	-7.2%	1.0	1.1%	-1.6%
N#CC1=C(N)SC(N)=C(C#N)C1CCc1ccccc1	0.9	-1.7%	-2.4%	-2.2%	10.5%	24.3%	-83.9*	-29.8%	-1.2%
C=CCC(=O)OCC(=O)Nc1ccc(Cl)cn1	0.1	-8.8%	-0.4%	-1.4%	-9.8%	-0.7%	-3.7	10.9%	-6.6%
COc1ccc(-c2cc(C(F)(F)F)n3nc(N)nc3n2)cc1	-3.3	-20.1%	10.0%	0.8%	25.2%	-8.9%	.	-8.5%	-2.3%
Cc1nn(Cc2ccccc2)c(C)c1NC(=O)CCCn1nc(C)c([N+](=O)[O-])c1C	-1.3	-4.8%	-7.8%	2.0%	.	-0.7%	2.0	-2.8%	-7.0%
Cc1ccc(-c2n[nH]c(=S)n2/N=C/c2cc3c(cc2[N+](=O)[O-])OCO3)cc1	2.6	16.3%	2.2%	7.1%	2.8%	?	.	-11.7%	-0.5%
O=S(=O)(c1ccc(Cl)nc1)N1CCN(c2ncccn2)CC1	-3.2	-3.4%	-5.8%	-1.3%	-19.0%	-2.7%	0.4	1.0%	-1.5%
Cc1ccccc1Nc1c(-c2ccccn2)nc2c(C)cccn12	4.8	11.2µM*	-17.5%	21.3%	6.1%	-3.2%	-0.2	-2.3%	-10.3%
O=C(NC(=S)NCc1ccc2c(c1)OCO2)c1ccccc1	0.3	?	-19.6%	16.0%	-0.5%	-12.1%	4.6	-5.4%	21.5%
CC(=O)c1c(-c2ccc(Cl)cc2Cl)noc1C	-0.9	-20.3%	-6.1%	4.6%	-1.3%	-9.3%	-3.0	-10.2%	8.0%
